NR2F2 inh – NR2F2 (human) inhibition, primary screen; P24468; actives 0.7% (n = 370,000); HEK293T NGFI-A luciferase reporter, luminescence; inhibition, % at 8.6 µM;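 active means inhibition above a per-plate cutoff, mean inhibition of test wells between control levels plus 3 SD, cut at about 38% in these data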;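 further: cells cotransfected with COUP-TFII expression vector driving the NGFI-A reporter; 0% = median of COUP-TF2 test wells and 100% = reporter-only cells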
NR5A2 inv ag – inverse agonists of human LRH-1 (NR5A2); inhibition, % at 3.6 µM; AID 602396; actives 0.13% (n = 360,000); HEK293T StAR-luciferase reporter, LRH-1 transfected, 24 h;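 active means inhibition above the mean inhibition of all tested compounds plus 3 SD, cut at about 73% in these data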;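 further: 0% = DMSO wells and 100% = reporter-only cells lacking LRH-1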
NCOA1 inh – human NCOA1 inhibition; AID 588354; inhibition, % at 3.6 µM; Q15788; HEK293 GAL4-SRC1 luciferase reporter, luminescence; actives 0.12% (n = 360,000);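 active means inhibition above the campaign mean plus 3 SD, with each screening campaign given its own cutoff, cut at about 60% in these data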;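 further: 0% = DMSO treated cells and 100% = gossypol at 36 µM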
Target sequence (Q15788 whole entry, looked up, the tested form may be a part): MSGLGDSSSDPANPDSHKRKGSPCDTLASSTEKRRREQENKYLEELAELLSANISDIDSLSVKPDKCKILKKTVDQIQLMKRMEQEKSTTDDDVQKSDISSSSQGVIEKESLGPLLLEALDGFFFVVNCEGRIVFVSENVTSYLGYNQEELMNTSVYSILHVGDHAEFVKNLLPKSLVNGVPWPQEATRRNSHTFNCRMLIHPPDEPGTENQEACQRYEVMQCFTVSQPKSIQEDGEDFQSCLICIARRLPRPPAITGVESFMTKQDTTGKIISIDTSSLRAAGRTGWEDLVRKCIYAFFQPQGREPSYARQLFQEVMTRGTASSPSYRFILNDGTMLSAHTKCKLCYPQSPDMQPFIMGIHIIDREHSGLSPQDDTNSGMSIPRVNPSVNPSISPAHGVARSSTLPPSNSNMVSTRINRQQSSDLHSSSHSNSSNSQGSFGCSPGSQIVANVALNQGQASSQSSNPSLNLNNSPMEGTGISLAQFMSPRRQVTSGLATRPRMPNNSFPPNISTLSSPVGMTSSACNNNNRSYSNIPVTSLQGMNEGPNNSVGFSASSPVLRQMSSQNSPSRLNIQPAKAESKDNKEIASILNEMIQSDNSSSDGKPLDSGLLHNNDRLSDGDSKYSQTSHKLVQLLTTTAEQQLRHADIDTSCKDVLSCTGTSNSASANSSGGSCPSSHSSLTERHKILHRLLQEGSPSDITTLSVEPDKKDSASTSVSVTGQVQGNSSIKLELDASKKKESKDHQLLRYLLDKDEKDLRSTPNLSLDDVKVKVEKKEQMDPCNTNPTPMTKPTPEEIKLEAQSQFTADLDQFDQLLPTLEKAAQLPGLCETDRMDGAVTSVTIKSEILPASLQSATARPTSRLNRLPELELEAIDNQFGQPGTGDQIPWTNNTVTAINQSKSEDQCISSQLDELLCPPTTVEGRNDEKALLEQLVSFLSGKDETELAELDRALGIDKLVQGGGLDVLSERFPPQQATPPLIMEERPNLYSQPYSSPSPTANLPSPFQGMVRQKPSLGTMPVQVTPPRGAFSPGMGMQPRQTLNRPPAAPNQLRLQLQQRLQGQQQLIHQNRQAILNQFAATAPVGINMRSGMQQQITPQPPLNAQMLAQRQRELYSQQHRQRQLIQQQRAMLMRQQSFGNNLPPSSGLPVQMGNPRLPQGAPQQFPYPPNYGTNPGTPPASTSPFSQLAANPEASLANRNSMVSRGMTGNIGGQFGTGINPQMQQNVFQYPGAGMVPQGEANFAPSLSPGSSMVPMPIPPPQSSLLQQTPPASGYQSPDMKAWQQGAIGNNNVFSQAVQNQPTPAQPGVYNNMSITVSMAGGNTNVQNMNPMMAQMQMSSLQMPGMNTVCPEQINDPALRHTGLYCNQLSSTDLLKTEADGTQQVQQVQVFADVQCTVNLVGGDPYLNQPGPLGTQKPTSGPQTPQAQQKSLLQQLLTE
NCOA2 inhibitor – inhibits human steroid receptor coactivator 2 | inhibition, % at 9 µM | actives 0.17% (n = 370,000) | Q15596 | AID 651957 | HEK293 GAL4-SRC2 luciferase reporter, luminescence;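 active means inhibition above the mean inhibition of all tested compounds plus 3 SD, set per campaign, cut at about 52% in these data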;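 further: 0% = DMSO treated cells and 100% = cells given Gossypol at 36 µM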
SRC3 inh – inhibits human SRC3 coactivator. Q9Y6Q9. inhibition, % at 3.6 µM. actives 0.17% (n = 360,000). HEK293 GAL4-SRC3 luciferase reporter, luminescence;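 active means inhibition above a per-campaign cutoff, the mean of all compounds plus 3 SD, cut at about 60% in these data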;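 further: 0% = DMSO-treated cells and 100% = gossypol-treated cells at 36 µM; higher means less SRC3-driven luciferase light from the GAL4 reporter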
C8 TRAIL sens – sensitizes caspase-8 expressing cells to TRAIL; NB7+C8 cells + TRAIL, ATPlite viability luminescence; inhibition (viability loss, TRAIL sensitization), % at 10 µM; actives 1% (n = 360,000);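 active means compounds causing at least 50% loss of cell viability in the single-dose screen, relative to plate controls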
KKLEB tox – reduces viability of KKLEB cystic fibrosis airway cells; KKLEB CF airway cells viability, ATPlite luminescence, overnight; stronger effect = lower value; cells stimulated with P. aeruginosa culture filtrate; activity change (cytotoxicity), % at 5 µM; actives 0.36% (n = 360,000); AID 602141;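 active means corrected activity change at or below -50% at 5 µM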
CF NFkB block – blocks PAF-induced NF-kB reporter in cystic fibrosis cells | actives 0.86% (n = 360,000) | inhibition, % at 5 µM | KKLEB NF-kB-GFP reporter, GFP fluorescence overnight;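 active means at least 50% inhibition at 5 µM, scaled per plate between neutral and stimulator controls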;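 further: PAF is a Pseudomonas aeruginosa culture filtrate used as stimulus; plate controls were PAF-stimulated DMSO wells for no effect and unstimulated DMSO wells for full effect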
EBV LMP1 NFkB – Epstein-Barr LMP1 NF-kappaB reporter inhibition | inhibition, % at 12.5 µM | AID 504558 | LMP1-induced NF-kappaB luciferase reporter cells, luminescence | actives 0.69% (n = 350,000); in the data active means inhibition above about 41%;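 further: 0% = neutral control wells and 100% = reference inhibitor control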
TWEAK-Fn14 inh – blocks TWEAK-Fn14 interaction in a reporter cell assay. TWEAK-stimulated Fn14 reporter cells, luciferase luminescence, 8 h. inhibition, % at 10 µM. AID 1159606. actives 2% (n = 360,000); in the data active means inhibition above about 50%
TROY NFkB inh – inhibitors of TROY-dependent NF-kB signaling. Q293 LMP1-TROYcd NF-kB luciferase reporter, 4 h. inhibition, % at 10 µM. actives 0.98% (n = 360,000). AID 1347056;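 active means compounds whose plate-normalised and pattern-corrected inhibition of the luciferase reporter signal at the single screening dose is 50% or more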
Numbers without * were called inactive; & = joins results of further samples.

Screening CN1CCN(c2ccc(S(=O)(=O)N3CCCCC3)cc2NC(=O)c2cccc([N+](=O)[O-])c2)CC1 returned NR2F2 inh 18, NR5A2 inv ag -5, NCOA1 inh -23, NCOA2 inhibitor -22, SRC3 inh -2, C8 TRAIL sens -1, KKLEB tox -10, CF NFkB block 2, EBV LMP1 NFkB 5, TWEAK-Fn14 inh -7 and TROY NFkB inh 6.
For O=C(CN1CCN(S(=O)(=O)c2ccc(Br)cc2)CC1)Nc1ccccc1F the results were NR2F2 inh 17, NR5A2 inv ag -2, NCOA1 inh 6, NCOA2 inhibitor -5, SRC3 inh 8, C8 TRAIL sens -1, KKLEB tox -22, CF NFkB block 9, EBV LMP1 NFkB -2, TWEAK-Fn14 inh -22 and TROY NFkB inh 21.
`CN1CCCC(C)(C(=O)Nc2ccc3scnc3c2)C1` (centres undefined) gave NR2F2 inh -7, NR5A2 inv ag 8, NCOA1 inh 2, NCOA2 inhibitor -23, SRC3 inh -5, C8 TRAIL sens -17, KKLEB tox 21, CF NFkB block -8, TWEAK-Fn14 inh 9 and TROY NFkB inh -17.
COCCN1C(=O)N(c2cccc(C)c2)C(=O)C1CC(=O)Nc1ccc(F)cc1 (centres undefined) was read as NR2F2 inh -19, NR5A2 inv ag -12, NCOA1 inh -30, NCOA2 inhibitor 7, SRC3 inh -27, C8 TRAIL sens -8, KKLEB tox -13, CF NFkB block -3, EBV LMP1 NFkB -8, TWEAK-Fn14 inh 6 and TROY NFkB inh 10.
Screening COc1ccccc1C(=O)NN1C(=O)C2C3C=CC(O3)C2C1=O (centres undefined) returned NR2F2 inh -2, NR5A2 inv ag -4, NCOA1 inh -9, NCOA2 inhibitor 6, SRC3 inh -7, C8 TRAIL sens -6, KKLEB tox 1, CF NFkB block -3, EBV LMP1 NFkB 4, TWEAK-Fn14 inh 2 and TROY NFkB inh 6.
CCC(C)[C@H](NC(=O)N1c2ccccc2NC(=O)[C@@H]1C(C)C)C(=O)N[C@@H](Cc1ccccc1)C(=O)O (some centres undefined) was read as NR2F2 inh -33, NR5A2 inv ag 9, NCOA1 inh 11, NCOA2 inhibitor -36, SRC3 inh 1, C8 TRAIL sens 3, KKLEB tox -38, CF NFkB block -9, EBV LMP1 NFkB 2, TWEAK-Fn14 inh -16 and TROY NFkB inh -7.
Screening O=C(NCc1ccc(Cl)cc1)c1ccc(-n2cccn2)nc1 returned NR2F2 inh 1, NR5A2 inv ag 3, NCOA1 inh -2, NCOA2 inhibitor 18, SRC3 inh 18, C8 TRAIL sens -2, KKLEB tox 10, CF NFkB block 5, EBV LMP1 NFkB -3, TWEAK-Fn14 inh -12 and TROY NFkB inh 5.
Screening CCCCN(CCCC)CP(=O)(c1ccccc1)c1ccccc1 returned NR2F2 inh 12, NR5A2 inv ag 13, NCOA1 inh -9, NCOA2 inhibitor -1, SRC3 inh 14, C8 TRAIL sens 3, KKLEB tox 3, CF NFkB block -14, EBV LMP1 NFkB -8, TWEAK-Fn14 inh -11 and TROY NFkB inh -7.
Screening CN1OC[C@@H]2CN(S(=O)(=O)c3ccccc3)[C@H](c3ccc(-n4ccnc4)cc3)C[C@@H]21 returned NR2F2 inh 7, NR5A2 inv ag 2, NCOA1 inh 3, NCOA2 inhibitor -8, SRC3 inh 12, C8 TRAIL sens -10, KKLEB tox -16, CF NFkB block -3, TWEAK-Fn14 inh 10 and TROY NFkB inh 6.
For CCOC(=O)N1CCN(c2nc(C)cc(C(F)(F)F)n2)CC1 the results were NR2F2 inh 7, NR5A2 inv ag 5, NCOA1 inh 0, NCOA2 inhibitor 4, SRC3 inh 13, C8 TRAIL sens -18, KKLEB tox 17, CF NFkB block -16, EBV LMP1 NFkB 6, TWEAK-Fn14 inh 11 and TROY NFkB inh -8.
CC(C)NC(=O)CSc1nnc(-c2ccc(C(C)(C)C)cc2)n1C was read as NR2F2 inh -4, NR5A2 inv ag -22, NCOA1 inh 5, NCOA2 inhibitor -18, SRC3 inh -4, C8 TRAIL sens -2, KKLEB tox -3, CF NFkB block -2, EBV LMP1 NFkB 3, TWEAK-Fn14 inh 7 and TROY NFkB inh -44.
COc1ccc(C(=O)N/C(=C\c2ccco2)C(=O)NCCCn2ccnc2)cc1 was read as NR2F2 inh -16, NR5A2 inv ag 6, NCOA1 inh 9, NCOA2 inhibitor -1, SRC3 inh 6, C8 TRAIL sens 13, KKLEB tox 7, CF NFkB block -6, EBV LMP1 NFkB 3, TWEAK-Fn14 inh -1 and TROY NFkB inh -13.
For CCC1(c2ccccc2)NC(=O)N(CC(=O)NC2CCCC2)C1=O (centres undefined) the results were NR2F2 inh 1, NR5A2 inv ag 3, NCOA1 inh -1, NCOA2 inhibitor -16, SRC3 inh -3, C8 TRAIL sens -2, KKLEB tox 0, CF NFkB block -6, EBV LMP1 NFkB 0, TWEAK-Fn14 inh 7 and TROY NFkB inh 20.
Screening O=C(CSc1nnc(-c2ccncc2)o1)N1CCCC1 returned NR2F2 inh -5, NR5A2 inv ag 3, NCOA1 inh -16, NCOA2 inhibitor -16, SRC3 inh 9, C8 TRAIL sens 5, KKLEB tox 18, CF NFkB block 6, EBV LMP1 NFkB -11, TWEAK-Fn14 inh 0 and TROY NFkB inh 2.
COc1ccc(-c2ccc(C(=O)C3CC3)cc2)cc1 was read as NR2F2 inh -51, NR5A2 inv ag -79, NCOA1 inh -76, NCOA2 inhibitor -42, SRC3 inh -98, C8 TRAIL sens 19, KKLEB tox -3, CF NFkB block -13, EBV LMP1 NFkB -28, TWEAK-Fn14 inh 3 and TROY NFkB inh -59.
For Cc1nc(SCC(=O)c2cccs2)c2oc3ccccc3c2n1 the results were NR2F2 inh -40, NR5A2 inv ag -95, NCOA1 inh -75, NCOA2 inhibitor -66, SRC3 inh -66, C8 TRAIL sens 26, KKLEB tox -8, CF NFkB block -6, EBV LMP1 NFkB -4, TWEAK-Fn14 inh 2 and TROY NFkB inh -29.
CCCCCCCNC(=O)c1cc(-c2ccncc2)nc2ccccc12 was read as NR2F2 inh 9, NR5A2 inv ag -19, NCOA1 inh -19, NCOA2 inhibitor 11, SRC3 inh 2, C8 TRAIL sens 5, KKLEB tox 4, CF NFkB block -20, EBV LMP1 NFkB -3, TWEAK-Fn14 inh 7 and TROY NFkB inh -6.
`CCOC(=O)N1CCN(c2c(N3CCN(c4ccc(F)cc4)CC3)c(=O)c2=O)CC1` gave NR2F2 inh -8, NR5A2 inv ag -4, NCOA1 inh 1, NCOA2 inhibitor -43, SRC3 inh 12, C8 TRAIL sens -9, KKLEB tox -1, CF NFkB block -8, EBV LMP1 NFkB 6, TWEAK-Fn14 inh -12 and TROY NFkB inh 10.
CC(C(=O)N1CCN(C(=O)c2ccco2)CC1)N1C(=O)NC2(CCCCC2C)C1=O (centres undefined) was read as NR2F2 inh -3, NR5A2 inv ag 10, NCOA1 inh -17, NCOA2 inhibitor 13, SRC3 inh -5, C8 TRAIL sens 1, KKLEB tox -1, CF NFkB block 9, EBV LMP1 NFkB 0, TWEAK-Fn14 inh 19 and TROY NFkB inh -12.
Screening CCN(C[C@H]1N[C@@](CC)(C(=O)OC)[C@H]2C(=O)N(C)C(=O)[C@@H]12)C(=O)Nc1ccc(OC)cc1 returned NR2F2 inh 0, NR5A2 inv ag 6, NCOA1 inh -28, NCOA2 inhibitor -22, SRC3 inh 10, C8 TRAIL sens -3, KKLEB tox -6, CF NFkB block -8, EBV LMP1 NFkB -1, TWEAK-Fn14 inh -11 and TROY NFkB inh -28.
Cc1c(C(=O)N2CCN(Cc3cccs3)CC2)oc2ccccc12 was read as NR2F2 inh 2, NR5A2 inv ag 2, NCOA1 inh -8, NCOA2 inhibitor 7, SRC3 inh 1, C8 TRAIL sens 9, KKLEB tox -14, CF NFkB block 0, EBV LMP1 NFkB 3, TWEAK-Fn14 inh -22 and TROY NFkB inh -16.
For Cc1ccc(S(=O)(=O)N2CCc3c2cc([N+](=O)[O-])cc3[N+](=O)[O-])cc1 the results were NR2F2 inh -11, NR5A2 inv ag 22, NCOA1 inh 13, NCOA2 inhibitor 15, SRC3 inh 17, C8 TRAIL sens -2, KKLEB tox 5, CF NFkB block 1, EBV LMP1 NFkB 2, TWEAK-Fn14 inh 21 and TROY NFkB inh 25.
For Cc1ccc(O)c([C@H](CCN(C(C)C)C(C)C)c2ccccc2)c1 the results were NR2F2 inh 11&1&-5, NR5A2 inv ag -4&16, NCOA1 inh -6&-20, NCOA2 inhibitor -5&-3&12, SRC3 inh 0&2, C8 TRAIL sens 2&0, KKLEB tox -31&-13, CF NFkB block -11&-3, EBV LMP1 NFkB -1&1, TWEAK-Fn14 inh -49&18 and TROY NFkB inh -1&-15.
For CC(C)(C)c1csc(NC(=O)CSc2nc3ccccc3c(=O)[nH]2)n1 the results were NR2F2 inh -6, NR5A2 inv ag 1, NCOA1 inh -6, NCOA2 inhibitor 24, SRC3 inh 16, C8 TRAIL sens -9, KKLEB tox -11, CF NFkB block -3, EBV LMP1 NFkB -3, TWEAK-Fn14 inh 10 and TROY NFkB inh 22.
Screening O=C(NC1CCN(Cc2ccccc2)CC1)c1ccc2c(c1)[nH]c(=O)n2Cc1ccc(F)cc1 returned NR2F2 inh 64*, NR5A2 inv ag 19, NCOA1 inh -8, NCOA2 inhibitor -1, SRC3 inh 20, C8 TRAIL sens 34, KKLEB tox -7, CF NFkB block 0, EBV LMP1 NFkB 19, TWEAK-Fn14 inh -14 and TROY NFkB inh 28.
`CCOC(=O)c1sc(NC(=O)CN2CCN(c3ccc(OC)cc3)CC2)nc1C` gave NR2F2 inh 4, NR5A2 inv ag 2, NCOA1 inh 6, NCOA2 inhibitor -4, SRC3 inh -13, C8 TRAIL sens -6, KKLEB tox -6, CF NFkB block 1, EBV LMP1 NFkB -4, TWEAK-Fn14 inh -27 and TROY NFkB inh -3.
CC(C)c1cc[n+](-c2nc([O-])sc2C=O)cc1 was read as NR2F2 inh -5, NR5A2 inv ag -2, NCOA1 inh 3, NCOA2 inhibitor -8, SRC3 inh 14, C8 TRAIL sens -21, KKLEB tox 8, CF NFkB block -3, EBV LMP1 NFkB -16, TWEAK-Fn14 inh 0 and TROY NFkB inh -4.
CC(OC(=O)Cc1ccccc1[N+](=O)[O-])C(=O)NC(=O)NC1CCCCC1 (centres undefined) was read as NR2F2 inh 6, NR5A2 inv ag -7, NCOA1 inh -6, NCOA2 inhibitor -6, SRC3 inh 0, C8 TRAIL sens -8, KKLEB tox 7, CF NFkB block 8, EBV LMP1 NFkB 2, TWEAK-Fn14 inh -18 and TROY NFkB inh 17.
For Cc1noc(C)c1NC(=O)Nc1cccc2c1O[C@H](CN(C)C(=O)Nc1ccccc1)[C@@H](C)CN([C@H](C)CO)C2=O the results were NR2F2 inh 4, NR5A2 inv ag 8, NCOA1 inh -12, NCOA2 inhibitor 14, SRC3 inh 2, C8 TRAIL sens -10, KKLEB tox 7, CF NFkB block -1, EBV LMP1 NFkB -1, TWEAK-Fn14 inh -8 and TROY NFkB inh -18.
`C[C@]12c3[nH]c4ccccc4c3CCN1C(=O)C(CC(=O)NCc1ccco1)C[C@@H]2C(=O)N1CCCCC1` (some centres undefined) gave NR2F2 inh 13, NR5A2 inv ag 9, NCOA1 inh -2, NCOA2 inhibitor 6, SRC3 inh -12, C8 TRAIL sens 2, KKLEB tox 6, CF NFkB block -12, EBV LMP1 NFkB -4, TWEAK-Fn14 inh 12 and TROY NFkB inh 1.

Source: PubChem
